Assay outcomes as filed in PubChem BioAssay.
IMP-1 inh: blocks Pseudomonas aeruginosa IMP-1 metallo-beta-lactamase | purified IMP-1, nitrocefin hydrolysis, epi-absorbance fluorescence | inhibition, % at 5.6 µM | 290,000 tested, 0.45% active;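 active = inhibition above the mean plus 3 SD of all compounds in the same screening run, cut at about 4.5% in these data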;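 note: 0% = IMP-1 with DMSO and 100% = DMSO wells lacking enzyme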
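Test system: recombinant IMP-1 enzyme, purified / Medium: HEPES buffer pH 7.1 with ZnSO4 and Brij 35 / Doses: single dose, 5.6 µM / Times: 25 °C, 15 min preincubation, 25 min reaction / Detection: Epi-absorbance via hydrolysed-nitrocefin quenching of white-plate fluorescence, 480/530 nm, EDTA stop / Evaluation: percent inhibition from optical density relative to buffer-blank wells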
HCV NS3 hel inh: blocks Hepatitis C virus NS3 helicase unwinding; NS3 helicase DNA unwinding, Cy5 molecular beacon fluorescence; inhibition, % at 10.9 µM; 290,000 tested, 0.56% active; AID 1800;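 active = inhibition above the mean of all tested compounds plus 3 SD, set per campaign, cut at about 35% in these data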;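 note: 0% = DMSO wells and 100% = thioflavine S control wells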
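Assay system – hepatitis C virus NS3 helicase domain fragment enzyme · Buffer or medium – MOPS pH 6.5, MgCl2, DTT, Tween20, BSA · Reagent – Cy5/quencher beacon DNA duplex and ATP to start · Compound – single 10.9 µM dose · Timing – 1 h at 25 °C · Technique – Cy5 beacon fluorescence read at start and 1 h · Measure – % inhibition of unwinding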
NALP1 inh: blocks the NALP1 inflammasome reconstituted in yeast; S. cerevisiae NALP1/ASC/caspase-1 growth, X-gal OD620, 72 h; 280,000 tested, 0.61% active; inhibition, % at 10 µM; in the data active = inhibition mostly above about 24%, no sharp cut-off; inactive = mostly below about 32%; note: some compounds called inactive have numbers as strong as hits
UBC9 SUMO inh: inhibitors of human SUMOylation (UBC9); inhibition, % at 35 µM; AID 2006; 290,000 tested, 0.36% active; HTRF SUMOylation assay, SAE1/SAE2 + UBC9, in vitro; P63279; in the data active = inhibition above about 50%, passing the limit was not always enough; note: strong numbers were not always called active
Target sequence (P63279 whole entry, looked up): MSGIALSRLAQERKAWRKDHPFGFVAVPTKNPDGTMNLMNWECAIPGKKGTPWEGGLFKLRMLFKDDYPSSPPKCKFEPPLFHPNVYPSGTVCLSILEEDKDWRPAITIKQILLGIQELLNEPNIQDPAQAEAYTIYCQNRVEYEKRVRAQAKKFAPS
MEKK2 WT-MEK5: raises or lowers MEK5 binding to wildtype human MEKK2 PB1 domain. 290,000 tested, 1.1% active. AID 1531. binding response (% of control), % at 10 µM. Q9Y2U5. bead flow cytometry, Alexa488-MEK5 binding to MEKK2 WT; actives lie on both sides; in the data active = binding response below about 67% or above about 130%
VIM-2 inh: inhibitors of Pseudomonas aeruginosa VIM-2 metallo-beta-lactamase. inhibition, % at 5.6 µM. purified VIM-2, nitrocefin hydrolysis, epi-absorbance fluorescence. AID 1527. 290,000 tested, 0.89% active;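 active = inhibition above the mean of all tested compounds plus 3 SD, cutoff set per screening run, cut at about 7.5% in these data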;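 note: red hydrolysis product quenches plate fluorescence so inhibitors raise well fluorescence; 0% = enzyme with DMSO and 100% = DMSO without enzyme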
MEKK2mut PB1 HTS: signal of MEK5 binding to mutant human MEKK2 PB1 domain; percent response, % at 10 µM; 290,000 tested, 0.35% active; bead flow cytometry, Alexa488-MEK5 binding to MEKK2 mutant; in the data active = percent response above about 24%, passing the limit was not always enough; note: inactives centre near 1; some results filed as inactive read as strong as hits
PfM18AAP inh: PfM18AAP enzyme inhibition; inhibition, % at 7.35 µM; 290,000 tested, 1.2% active; recombinant PfM18AAP, H-Glu-NHMec fluorogenic cleavage;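 active = inhibition above the campaign mean inhibition over all tested compounds plus 3 SD, cut at about 28% in these data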;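 note: 0% = plate median of test compound wells and 100% = 2 mM ZnCl2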
DNA FID counter: fluorescent intercalator displacement, NS3 helicase counter-screen; DNA fluorescent intercalator displacement, fluorescence; inhibition, % at 7.9 µM; 290,000 tested, 0.17% active; in the data active = inhibition above about 37%;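 note: 0% = vehicle and 100% = reference compound; higher means more ethidium bromide displaced from hairpin DNA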
Numbers without * were called inactive; . = not tested or not shown; [ ] = dose if it differs, or a comment.

structure	IMP-1 inh	HCV NS3 hel inh	NALP1 inh	UBC9 SUMO inh	MEKK2 WT-MEK5	VIM-2 inh	MEKK2mut PB1 HTS	PfM18AAP inh	DNA FID counter
COc1ccc(CN2CCNC(=O)C2CC(=O)NC2CCCC2)cc1OC (stereo not drawn)	-1.6	-5	13	9	111	-1.8	10	24	-11
Cc1c(C(=O)Nc2ccc(F)cc2)oc2ccc(S(=O)(=O)N3CCC4(CC3)OCCO4)cc12	-2.5	-1	2	2	98	-2.4	-3	-2	1
CSc1ccc(S(=O)(=O)N2CCC(C(=O)Nc3cccnc3)CC2)cc1	0.0	-2	5	16	99	0.4	0	-6	-16
NC(=O)c1oc2ccccc2c1NC(=O)c1ccc([N+](=O)[O-])o1	-1.7	2	-3	11	98	-0.6	-3	-2	5
CCN(CC)S(=O)(=O)c1ccc2c(c1)c(=O)c(C(=O)NCCCN(C)c1ccccc1)cn2C	-2.9	-8	10	-18	102	0.4	0	-2	-9
CCNC(=O)COC(=O)c1cc(S(=O)(=O)N2CCCCC2)ccc1C	-2.7	-8	25	9	99	-1.8	2	-5	-18
O=C(CN1CCCCC1)N1CCCc2c1c(=O)oc1ccc(OCc3ccccc3)cc21	-2.6	-43	-51	0	111	-2.0	8	4	5
CCn1ccnc1CN1CCN(CC=C(C)C)C(CCO)C1 (stereo not drawn)	-1.4	-3	1	4	110	-1.7	10	0	1
COc1ccccc1/C=C/C(=O)NCC(=O)N/N=C/c1ccc2c(c1)OCO2	-1.8	-4	36	24	96	-2.5	-4	-8	-22
Clc1cccc2sc(-c3nnc(-c4ccccc4)o3)c(Cl)c12	3.7	5	.	.	99	-0.2	1	17	1
CC1Cc2ccccc2N1S(=O)(=O)c1cccc(C(=O)c2nccn2C)c1 (stereo not drawn)	-1.0	0	4	6	113	-1.0	13	4	-5
COC(=O)c1ccc(CN2CCC(Oc3cccc(C(=O)N4CCCC4)c3)CC2)cc1	1.5	4	13	8	90	2.8	-8	1	16
O=S(=O)(Nc1cc2nc3ccccc3nc2n1Cc1ccccc1)c1ccc(Cl)cc1	-0.6	16	19	100	84	-0.7	-2	28*	-7
COc1ccc(CCNC(=S)Nc2ccccc2)cc1	-0.6	17	14	-5	101	-0.2	-4	-3	-10
CC(=O)NC(Cc1ccccc1)C(=O)OCC(=O)c1ccccc1 (stereo not drawn)	-0.4	-11	28	2	106	-1.5	1	-1	-5

Next structures follow:
structure	IMP-1 inh	HCV NS3 hel inh	NALP1 inh	UBC9 SUMO inh	MEKK2 WT-MEK5	VIM-2 inh	MEKK2mut PB1 HTS	PfM18AAP inh	DNA FID counter
Cc1nn(-c2ccccc2)c2sc(C(=O)NC3CC3)cc12	-0.6	-6	18	7	105	2.8	3	-5	-11
COCCC(=O)N1CCC(Oc2ccc(C(=O)N(C)Cc3cc(C)no3)cc2)CC1	-2.4	2	5	9	108	0.6	6	-3	-24
COCCCNC(=O)c1ccccc1SC	1.5	3	11	13	98	-0.5	3	-6	3
Cc1cc(N2CCC(C(=O)Nc3ccc(F)cc3)CC2)nc(-c2ccccc2)n1	-1.1	-25	24	-20	107	-1.4	13	2	10
Cc1ccc(NC(=O)c2cc(S(=O)(=O)N3CCC4(CC3)OCCO4)ccc2F)cc1	-2.9	-4	9	-12	96	-3.2	5	2	-21
O=C(O)CNC(=O)c1ccc(Oc2c(F)c(F)c(Oc3ccc(C(=O)NCC(=O)O)cc3)c(F)c2F)cc1	-1.6	12	13	2	104	-0.5	0	-4	-24
Cn1c(=O)cc(OCCCC(=O)Nc2cccnc2)c2ccccc21	-2.7	-14	27	3	95	-2.0	-4	-4	-9
COc1cc(CNn2c(C)n[nH]c2=S)cc(Cl)c1OCc1ccc(F)cc1	-3.3	-3	17	0	107	-6.2	4	-8	-35
CCCN1C(=O)c2cccc3c(N4CCCCC4)ccc(c23)C1=O	24*	13	26	5	60*[inhibitor]	32*	-4	-8	-20
CS(=O)(=O)N(CC(=O)N1CCC(C(N)=O)CC1)c1ccc(Cl)c(C(F)(F)F)c1	0.2	3	-1	16	102	-0.4	1	3	-3
O=C(NCCCN1CCCC1=O)c1cccnc1	-4.8	-1	23	21	102	-2.7	5	3	3
O=C(O)CSc1nnc(Cc2ccccc2)n1Cc1ccccc1	-2.8	3	-10	8	96	-3.4	-1	1	-25
Cc1cccc(C)c1NC(=O)C1CCCN(CCCc2ccccc2)C1 (stereo not drawn)	-2.6	-9	42*	2	106	-0.6	5	3	12
Cc1[nH]c(=O)c(C(=O)/C=C/c2ccccc2)c2c1CCCC2	-4.4	3	44	-7	101	-4.3	6	-5	-26
CCc1cccc(CC)c1N(COC)C(=O)Cn1c(C(C)O)nc2ccccc21 (stereo not drawn)	-2.5	-1	-10	9	.	-4.5	.	4	-37

Next part.
structure	IMP-1 inh	HCV NS3 hel inh	NALP1 inh	UBC9 SUMO inh	MEKK2 WT-MEK5	VIM-2 inh	MEKK2mut PB1 HTS	PfM18AAP inh	DNA FID counter
COc1ccc(C(=O)Nc2ccc(Cl)c(Cl)c2)c(OC)n1	-0.6	-11	16	5	98	-0.6	2	-16	1
CCOC(CC(=O)NNC(=O)c1c(-c2ccccc2Cl)noc1C)OCC	-2.9	-8	7	10	104	-0.9	1	-13	-9
Cn1c(SCC(=O)NCc2ccco2)nnc1-c1ccccc1	-1.5	0	10	21	105	-1.3	-3	1	-7
ClCC1CN(Cc2ccccc2Cl)CCO1 (stereo not drawn)	-0.5	3	4	-15	98	-1.2	-1	-5	0
Cc1coc2cc3oc(=O)c(Cc4ccccc4)c(C)c3cc12	-0.8	10	18	4	100	-2.1	18	0	-3
COc1ccc(-c2cc(-c3ccco3)[nH]c(=O)c2C#N)cc1OC	-2.1	31	12	40	91	4.5	-7	7	-13
O=[N+]([O-])c1cc2c(cc1/C=N/Nc1nc(N3CCCC3)nc(N3CCCC3)n1)OCO2	-5.3	-2	17	-3	107	-0.8	0	2	-6
COc1ccc(NC(=S)Nc2ccccc2OC)c(OC)c1	-0.6	8	22	8	94	-0.4	-6	-4	-4
Cc1cccc(OCc2nc(-c3ccc(-n4cccc4)cc3)no2)c1	-1.4	5	29	0	95	-1.4	-7	6	2
CCN(CC)S(=O)(=O)c1ccc(N2CCOCC2)c(NC(=O)c2cnccn2)c1	-2.5	3	33	7	104	-6.0	1	1	-15
CCN1C(=O)c2cccc3c(S(=O)(=O)Nc4ncccc4C)ccc1c23	-2.8	-2	30	1	85	1.3	-10	1	-7
COc1ccc(CCn2c(NN=C(C)C)nc3c2c(=O)[nH]c(=O)n3C)cc1	-0.3	-3	.	15	90	2.4	-8	8	-11
CC1CCN(C(=O)CNC(=O)CNC(=O)Cc2ccccc2)CC1	-2.4	9	-1	3	106	-1.6	7	1	-6
CCOC(=O)c1[nH]c(C)c(/C(O)=C2\C(=O)C(=O)N(CCN3CCOCC3)C2c2cccs2)c1C (stereo not drawn)	-1.9	-8	11	16	100	-1.3	1	-3	-10
CC12CCC(C(=O)NNC(=O)c3ccc(Br)cc3)(OC1=O)C2(C)C (stereo not drawn)	0.2	4	10	10	99	-0.6	1	-7	-4

The list continues.
structure	IMP-1 inh	HCV NS3 hel inh	NALP1 inh	UBC9 SUMO inh	MEKK2 WT-MEK5	VIM-2 inh	MEKK2mut PB1 HTS	PfM18AAP inh	DNA FID counter
Cc1c(C#N)c2ncn(CCCN(C)C)c(=O)c2n1-c1ccccc1	-2.4	6	12	3	99	-1.9	0	-5	2
Cc1nnc(SCc2cccs2)[nH]c1=O	-1.4	-5	19	-3	82	0.6	6	0	5
C=CCc1cc(OC)ccc1OCCCCn1cncn1	0.7	0	0	4	113	0.3	13	0	-2
CCOC(=O)C1CCN(C(c2cccs2)c2sc3nc(C)nn3c2O)CC1 (stereo not drawn)	-2.8	21	.	-1	106	-0.4	3	-4	-16
CCOC(=O)c1c(-c2ccc(F)cc2)csc1/N=C/N(C)C	-2.3	1	-4	15	117	-3.2	2	2	1

Compounds above that have a Cl atom:
structure	IMP-1 inh	HCV NS3 hel inh	NALP1 inh	UBC9 SUMO inh	MEKK2 WT-MEK5	VIM-2 inh	MEKK2mut PB1 HTS	PfM18AAP inh	DNA FID counter
Clc1cccc2sc(-c3nnc(-c4ccccc4)o3)c(Cl)c12	3.7	5	.	.	99	-0.2	1	17	1
O=S(=O)(Nc1cc2nc3ccccc3nc2n1Cc1ccccc1)c1ccc(Cl)cc1	-0.6	16	19	100	84	-0.7	-2	28*	-7
COc1cc(CNn2c(C)n[nH]c2=S)cc(Cl)c1OCc1ccc(F)cc1	-3.3	-3	17	0	107	-6.2	4	-8	-35
CS(=O)(=O)N(CC(=O)N1CCC(C(N)=O)CC1)c1ccc(Cl)c(C(F)(F)F)c1	0.2	3	-1	16	102	-0.4	1	3	-3
COc1ccc(C(=O)Nc2ccc(Cl)c(Cl)c2)c(OC)n1	-0.6	-11	16	5	98	-0.6	2	-16	1
CCOC(CC(=O)NNC(=O)c1c(-c2ccccc2Cl)noc1C)OCC	-2.9	-8	7	10	104	-0.9	1	-13	-9
ClCC1CN(Cc2ccccc2Cl)CCO1 (stereo not drawn)	-0.5	3	4	-15	98	-1.2	-1	-5	0
